Source: PubChem BioAssay (several laboratories)
LRH-1 inv ag = suppresses constitutive activity of human LRH-1; hit rate 0.13% among 360,000; HEK293T StAR-luciferase reporter, LRH-1 transfected, 24 h; O00482; inhibition, % at 3.6 µM;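 active means inhibition above the mean inhibition of all tested compounds plus 3 SD, cut at about 73% in these data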;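 further: 0% = DMSO wells and 100% = reporter-only cells lacking LRH-1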
Target sequence (O00482 whole entry, looked up): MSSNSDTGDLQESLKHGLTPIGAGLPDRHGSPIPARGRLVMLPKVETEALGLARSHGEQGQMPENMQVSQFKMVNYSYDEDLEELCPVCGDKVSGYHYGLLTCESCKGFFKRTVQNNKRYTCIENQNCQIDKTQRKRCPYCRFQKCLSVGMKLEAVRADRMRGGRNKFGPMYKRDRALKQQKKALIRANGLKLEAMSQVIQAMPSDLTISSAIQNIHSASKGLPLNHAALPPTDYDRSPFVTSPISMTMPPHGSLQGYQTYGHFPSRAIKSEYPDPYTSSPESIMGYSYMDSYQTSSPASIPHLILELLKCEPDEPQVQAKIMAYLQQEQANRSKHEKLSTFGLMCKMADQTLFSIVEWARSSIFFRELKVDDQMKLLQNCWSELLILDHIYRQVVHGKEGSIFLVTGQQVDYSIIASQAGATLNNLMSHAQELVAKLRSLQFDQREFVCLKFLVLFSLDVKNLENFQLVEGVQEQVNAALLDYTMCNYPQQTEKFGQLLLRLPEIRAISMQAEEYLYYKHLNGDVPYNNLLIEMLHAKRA
MC4R barr agon = activates human MC4R beta-arrestin recruitment. activation, % at 8.9 µM. hit rate 0.98% among 360,000. U2OS MC4R beta-arrestin complementation, luminescence; percent of melanotan II response, DMSO zero;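 active means activation above a per-plate cutoff, the mean activation of sample wells on that plate plus 3 SD, cut at about 8% in these data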
COUP-TFII inh = NR2F2 (human) inhibition, primary screen; P24468; HEK293T NGFI-A luciferase reporter, luminescence; inhibition, % at 8.6 µM; hit rate 0.7% among 370,000; AID 686940;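 active means inhibition above a per-plate cutoff, mean inhibition of test wells between control levels plus 3 SD, cut at about 38% in these data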;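 further: cells cotransfected with COUP-TFII expression vector driving the NGFI-A reporter; 0% = median of COUP-TF2 test wells and 100% = reporter-only cells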
SRC1 inh = inhibitors of human steroid receptor coactivator 1 (SRC1). AID 588354. hit rate 0.12% among 360,000. HEK293 GAL4-SRC1 luciferase reporter, luminescence. Q15788. inhibition, % at 3.6 µM;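 active means inhibition above the campaign mean plus 3 SD, with each screening campaign given its own cutoff, cut at about 60% in these data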;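 further: 0% = DMSO treated cells and 100% = gossypol at 36 µM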
SRC2 inh = inhibits human steroid receptor coactivator 2. Q15596. HEK293 GAL4-SRC2 luciferase reporter, luminescence. inhibition, % at 9 µM. hit rate 0.17% among 370,000. AID 651957;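 active means inhibition above the mean inhibition of all tested compounds plus 3 SD, set per campaign, cut at about 52% in these data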;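 further: 0% = DMSO treated cells and 100% = cells given Gossypol at 36 µM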
EBV LMP1 NFkB = reduces LMP1-driven NF-kappaB luciferase signal; hit rate 0.69% among 350,000; LMP1-induced NF-kappaB luciferase reporter cells, luminescence; inhibition, % at 12.5 µM; AID 504558; in the data active means inhibition above about 41%;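 further: 0% = neutral control wells and 100% = reference inhibitor control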
SRC3 inh = human NCOA3 inhibition; HEK293 GAL4-SRC3 luciferase reporter, luminescence; inhibition, % at 3.6 µM; Q9Y6Q9; hit rate 0.17% among 360,000;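 active means inhibition above a per-campaign cutoff, the mean of all compounds plus 3 SD, cut at about 60% in these data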;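 further: 0% = DMSO-treated cells and 100% = gossypol-treated cells at 36 µM; higher means less SRC3-driven luciferase light from the GAL4 reporter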
NOD2-RIPK2 inh = inhibitors of human NOD2-RIPK2 interaction; O43353; inhibition, % at 4.98 µM; hit rate 0.38% among 360,000; CHO BLA complementation NOD2-RIPK2, CCF4 ratio; in the data active means inhibition above about 21%;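 further: 0% = vehicle only and 100% = reference blocker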
Target sequence (O43353 whole entry, looked up): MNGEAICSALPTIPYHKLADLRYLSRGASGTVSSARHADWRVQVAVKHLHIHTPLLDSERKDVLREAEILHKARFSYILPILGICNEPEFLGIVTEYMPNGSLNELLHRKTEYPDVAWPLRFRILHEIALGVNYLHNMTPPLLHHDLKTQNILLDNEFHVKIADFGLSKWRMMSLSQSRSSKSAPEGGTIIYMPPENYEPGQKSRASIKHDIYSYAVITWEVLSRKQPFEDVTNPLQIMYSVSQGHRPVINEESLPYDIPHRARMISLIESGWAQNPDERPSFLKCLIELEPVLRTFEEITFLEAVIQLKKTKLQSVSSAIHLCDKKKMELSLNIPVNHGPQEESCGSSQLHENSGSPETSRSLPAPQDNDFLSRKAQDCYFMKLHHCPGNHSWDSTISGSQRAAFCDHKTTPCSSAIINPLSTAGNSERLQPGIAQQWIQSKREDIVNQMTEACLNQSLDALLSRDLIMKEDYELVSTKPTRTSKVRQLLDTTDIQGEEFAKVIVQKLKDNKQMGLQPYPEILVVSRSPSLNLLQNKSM
ABHD5-PLIN5 inh = inhibitors of human ABHD5-perilipin-5 interaction; Q00G26+Q8WTS1; Split G. princeps luciferase complementation, luminescence, 4 h; inhibition, % at 4 µM; hit rate 0.78% among 360,000; AID 602281;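 active means inhibition above the mean inhibition across every tested compound plus 3 SD, cut at about 22% in these data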;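 further: 0% = DMSO only wells and the 100% control is not disclosed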
TLR9-MyD88 block = blocks human TLR9 binding to MyD88 | CHO BLA complementation TLR9-MyD88, CCF4 FRET ratio | inhibition, % at 4.98 µM | hit rate 0.21% among 340,000 | AID 504734;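 active means inhibition above the mean over all tested compounds plus 3 SD, cut at about 21% in these data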;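 further: 0% = DMSO only wells and 100% = clavulanate BLA inhibitor control wells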
MC4R antagonist = blocks human MC4R cAMP signaling; P32245; MC4R-expressing cells, MTII-stimulated cAMP, LANCE TR-FRET; inhibition, % at 6.5 µM; hit rate 0.48% among 360,000;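 active means inhibition above its plate's cutoff, the mean of tested wells on that plate plus 3 SD, cut at about 29% in these data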;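 further: 0% = Melanotan II alone and 100% = Melanotan II plus saturating MCL0020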
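System: U2OS cells stably expressing human melanocortin 4 receptor (MC4R). Reagent: Melanotan II challenge after compound preincubation. Doses: 6.5 µM. Times: 30-min compound, 1-h challenge, 1-h detection, room temperature. Measured by: TR-FRET with Eu-cAMP and labeled anti-cAMP, 671 nm. Replicates: singlicate.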
The depositor's hits bear a star; . = no result given. A portion of the library; count on the stated rates, not on these rows.

SMILES	LRH-1 inv ag	MC4R barr agon	COUP-TFII inh	SRC1 inh	SRC2 inh	EBV LMP1 NFkB	SRC3 inh	NOD2-RIPK2 inh	ABHD5-PLIN5 inh	TLR9-MyD88 block	MC4R antagonist
CC1(C)CC(=O)C(C=Nc2ccc3[nH]ncc3c2)=C(O)C1	-31	-0.7	0	8	2	5	10	-1	-12	-5	-9
CC1(Oc2cccc(F)c2)CCN(Cc2ccc(-c3ccccn3)cc2)C1 (stereo not given)	-4	8.6*	-7	-13	22	.	-6	-11	1	.	10
S=c1[nH]nc(Cc2c[nH]c3ccccc23)o1	9	-2.9	14	-19	-2	-6	6	3	-6	14	0
COC1(c2cc(-c3ccccc3)nc(N)n2)CCCCC1	-24	0.6	-2	-15	33	-12	9	8	2	-7	5
CCCCCn1c(CN2CCN(C(=O)c3ccco3)CC2)nc2c1c(=O)n(C)c(=O)n2C	10	-0.1	2	-1	8	-4	6	-14	4	4	8
COc1ccc(/C=N/NC(=O)c2ccc(NC(=O)c3ccccc3Br)cc2)cc1	1	-0.6	8	14	-11	10	-1	-5	0	-8	3
CCOC(=O)C1=C(NC(=S)NC(=O)c2ccccc2)c2ccccc2CC1C(C)C (stereo not given)	-31	-0.2	-31	-42	-6	26	-122	-6	-5	9	22
C#CCNC(=O)C1=C[C@H](c2coc3ccccc3c2=O)[C@@H](CCCO)[C@H](OCC)O1	-3	-0.3	-9	-19	-1	-4	18	-17	-1	8	6
CC(C)(O)CN(C(=O)c1ccc([N+](=O)[O-])cc1)C1CCCC1	5	-1.4	8	5	-19	5	0	-4	4	6	4
C=CCNC(=O)NC(=O)Cn1c(=O)c2c(ncn2CC)n(Cc2ccccc2)c1=O	-6	-0.2	-10	2	10	11	-7	11	5	-5	0
COc1ccccc1OCCOc1ccc(/C=C2\C(=N)N3N=C(S(C)(=O)=O)SC3=NC2=O)cc1	24	-0.8	5	-18	12	-1	9	-13	1	-1	5
CC(=O)NC1C(Oc2ccc(C)cc2)OC2COC(c3ccco3)OC2C1O (stereo not given)	0	-0.2	15	8	-3	4	-7	-14	-8	-1	2
Cc1nc2ccccc2c(=O)n1CCCN1CCOCC1	4	-1.5	-1	4	-17	6	19	4	1	14	-6
Cc1ccc(C(=O)O)cc1NC(=S)NC(=O)c1ccc(COc2ccccc2)cc1	-7	0.3	-15	18	-2	-14	-14	-2	-2	-22	14
COc1ccc(C(=O)CCC(=O)N2CCN(c3ccc([N+](=O)[O-])cc3)CC2)cc1	2	-1.5	11	2	26	3	9	3	0	4	8
COc1cc(CNc2ccc(N3CCCC3)cc2)cc(Cl)c1OC	3	-3.0	12	-1	-29	-10	11	6	-4	-2	-34
COc1ccc(CNC(=O)C(C)N(Cc2ccco2)C(=O)c2snc(C(N)=O)c2N)cc1 (stereo not given)	-12	0.7	19	-9	-5	5	-17	0	8	-3	-2
O=C(COC(=O)c1ccc(O)cc1)Nc1ccccc1[N+](=O)[O-]	8	-1.1	6	-3	-6	1	-1	-7	2	-11	-5
O=C(COC(=O)Cc1c[nH]c2ccccc12)NCCc1ccccc1	25	-2.3	9	19	-18	6	10	-2	3	-2	20
CCOC(=O)[C@@H]1[C@H]2COc3ccccc3[C@H]2N2C(=O)N(c3ccc(Br)cc3)C(=O)[C@]12C	18	-2.3	-1	-3	14	1	0	-2	2	5	1
Cc1cc(C)n(-c2nnc(SCC(=O)NC3CCCC3)c3ccccc23)n1	-6	-0.9	6	-9	7	3	-10	-4	5	-10	5
COc1ccc(Cn2c(=O)oc3ccccc32)cc1	12	-0.6	7	1	-51	-3	-16	-9	2	4	13
CCN(CC(=O)Nc1cccc(S(=O)(=O)N(C)c2ccccc2)c1)Cc1cccs1	2	-0.7	-1	-4	8	1	12	-7	0	6	1
CCc1cccc(C)c1NC(=O)C(c1ccc(O)cc1)N1CCC1=O (stereo not given)	6	0.8	5	6	-7	-1	15	3	2	7	8
CC1CCCN(C(=O)Cn2c(=O)oc3ccccc32)C1 (stereo not given)	-1	0.9	-14	0	-23	-8	20	-11	-2	-3	10
Cc1cc(C)n(-c2cc(N3CCN(C(=O)c4ccc(C(C)(C)C)cc4)CC3)ccc2[N+](=O)[O-])n1	-22	0.1	20	-6	-10	7	7	0	5	5	12
COc1cccc(C2CC(c3ccccc3OC)n3ncnc3N2)c1 (stereo not given)	-13	0.6	-1	7	-39	-2	11	-8	9	-2	8
CS(=O)(=O)c1cccc(C(=O)Nc2ccccc2Cc2ccccc2)c1	-18	0.4	-11	5	-6	0	-3	-1	-8	4	11
O=C(COC(=O)c1ccc(Br)o1)Nc1ccc(S(=O)(=O)N2CCCC2)cc1	11	-2.0	10	8	10	-10	5	0	-7	2	0
S=C(Nc1ccccc1)Nc1ccc2cn[nH]c2c1	-70	2.0	5	-38	-23	-22	-32	-2	-5	0	9
COc1cc(C(=O)O/N=C(\N)c2ccncc2)cc(OC)c1OC	-6	0.9	-23	-7	7	5	-10	6	6	7	-7
CCCCN(C)CCNC(=O)c1cc2c(-c3cccc(OC)c3)nn(C)c2s1	-47	0.8	1	-34	-30	-24	-6	-5	10	-9	9
Cc1cccnc1NC(=O)c1ccco1	1	1.2	-8	2	-19	1	-5	-6	2	0	6
FC(F)(F)c1cccc(-c2cc3ccccc3nc2N2CCCC2)c1	1	-0.9	-5	-1	-2	-11	0	3	3	-6	16
NC(=O)CC(NC(=O)Cc1cccc2ccccc12)c1ccc(NC2CC3CCC2C3)c([N+](=O)[O-])c1 (stereo not given)	16	-2.6	-8	3	8	2	12	-10	9	1	9
COc1cccc(CN2CCN(Cc3ccccc3C(F)(F)F)CC2)c1	13	3.4	0	0	4	-1	-4	-1	1	9	-3
CCCCn1c(N)c(N(CCC(C)C)C(=O)C2CC(=O)N(Cc3ccc(C)cc3)C2)c(=O)[nH]c1=O (stereo not given)	11	0.2	-30	-14	-44	1	-66	-7	4	1	1
O=C(NC(Cc1ccccc1)C(=O)N1CCCC(C(F)(F)F)C1)c1ccccc1 (stereo not given)	5	-2.8	7	-31	-14	4	10	-14	-2	1	1
O=C(CN1C(=O)NC2(CCCC2)C1=O)Nc1cccc(C(F)(F)F)c1	4	-0.5	0	7	2	-3	-15	9	-5	-7	28
O=c1c2ccccc2nc2n1CCc1c-2[nH]c2ccccc12	-124	4.7	-48	-97	-93	-68	-71	-8	-2	3	7
Cc1c(C(=O)O)oc2ccc(S(=O)(=O)NCc3ccc(F)cc3)cc12	-9	-1.0	-4	-4	8	-1	-3	-8	1	-3	-4
COc1ccc(CN2CCN(CC3CC3)CC2CCO)cc1C (stereo not given)	-7	0.2	3	8	0	-10	15	-7	-7	-10	0
Cc1ncc2c(c1OC(=O)c1ccccc1)COC(C)(C)OC2	-12	0.3	-26	6	21	-4	-2	-5	1	-1	17
O=C(Nc1cccnc1)Nc1cccc(F)c1	-18	2.4	-5	-32	-28	0	-11	-8	8	-2	12
CN(CC(=O)Nc1ccc(Cl)cc1)CC(=O)Nc1sc2c(c1C(N)=O)CCC2	21	-2.9	10	-18	-1	0	6	6	2	4	-15
CCOc1ccc(-n2cc(-c3ccccc3)c3c(=S)nc[nH]c32)cc1	17	-3.1	10	-2	11	-1	-19	-1	3	-4	5
COc1ccc(CNCc2cccc(Cl)c2)cc1	6	-0.7	-4	6	0	-6	18	-5	10	-18	4
COc1ccc(NC2=NCC(Cc3ccc(Br)cc3)S2)cc1 (stereo not given)	10	3.7	-1	-14	21	66*	10	7	11	1	-10
CCCn1c(N)c(C(=O)CSc2nc(C)cs2)c(=O)n(C)c1=O	-4	1.2	10	6	7	5	11	-1	1	5	12
O=C(NCc1ccccn1)C1CCN(S(=O)(=O)c2ccccc2)CC1	-5	0.5	-3	-27	-5	0	9	-4	5	9	6
O=C(c1ccc(F)cc1)c1cccc(C(=O)c2ccc(F)cc2)n1	-11	2.8	-1	-10	-24	-6	-10	3	5	-9	3
CCc1ccc(N(CC(=O)NCc2ccc3c(c2)OCO3)C(=O)c2csnn2)cc1	-27	-0.1	-24	-1	-2	-4	-16	-4	-1	-2	10
CC(=O)Nc1ccc(NC(=O)C2CC(=O)N(c3ccccc3Cl)C2)cc1 (stereo not given)	9	-0.7	16	-1	-7	6	2	-1	-4	0	-3
COc1ccc(CN2C(=O)C(CC(=O)NCCc3ccccn3)CC(C(=O)N3CCCCCC3)=C2C)cc1 (stereo not given)	-20	.	21	.	11	.	.	-8	-16	.	.
COc1cc([C@@H]2CC=C(C(=O)O)[C@H](c3ccccc3F)N2S(=O)(=O)c2ccc(C)cc2)cc(OC)c1OC	12	-2.2	9	-8	-17	8	-8	2	-4	-4	15
CC(=O)c1ccc(OCCCC(=O)Nc2ccc(C)c(S(=O)(=O)N3CCOCC3)c2)cc1	27	-0.8	13	12	-3	-4	6	3	-8	1	5
Cn1c(N2CCCCC2)nc2c1c(=O)[nH]c(=O)n2C	11	-2.1	-18	-8	8	-1	14	-7	-1	-2	5
COC(=O)CCC(=O)NC1CC(C)(C)Cc2c1cnn2-c1ccc(F)cc1 (stereo not given)	-23	-1.8	9	17	-21	-8	7	-11	-4	-5	9
CCOc1ccc(NC(=O)Nc2ccc(Cc3ccncc3)cc2)cc1	-1	0.2	-5	-2	4	-9	13	0	-5	-14	18
Cn1c(NCC2CCCO2)nc2c1c(=O)n(Cc1ccccc1)c(=O)n2C (stereo not given)	7	1.8	2	8	5	5	4	-4	4	-4	25

The listing continues.
SMILES	LRH-1 inv ag	MC4R barr agon	COUP-TFII inh	SRC1 inh	SRC2 inh	EBV LMP1 NFkB	SRC3 inh	NOD2-RIPK2 inh	ABHD5-PLIN5 inh	TLR9-MyD88 block	MC4R antagonist
COCc1ccc(C(=O)N2CCCC(N(C)CCc3ccccc3)C2)s1 (stereo not given)	-4	1.4	-11	0	-21	4	-2	-15	4	-3	5
CC(C)NC(=O)c1cccc(C(F)(F)F)c1	5	-1.9	-10	11	-17	-3	-1	-1	-6	0	-1
Cc1cccc(-n2c(O)c(C=Nc3ccccc3)c3ccccc3c2=O)n1	9	-2.4	15	-10	-3	3	4	7	3	3	4
COc1cc(-c2cc(=O)c3c(O)cc(O)cc3o2)cc(OC)c1OC	8	0.5	6	6	16	.	19	-11	2	.	-31
COc1cc(C(=O)N2Cc3cc4ccccc4nc3C2C)cc(OC)c1OC (stereo not given)	-23	-1.9	-1	-15	3	-21	-9	-13	3	-11	13
